# Rat MKP-3 inhibitors – inhibition of rat DUSP6 enzyme activity – biochemical, in vitro, primary screen (AID 425); recombinant MKP-3 phosphatase activity, fluorescence; higher % means a stronger effect; one-dose inhibition, % at 20 µM; IC50 in µM for titrated hits; 0.17% of 110,000 active; in the data active = inhibition above about 50%;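 also: plate controls were vehicle for no effect and reference inhibitor for full effect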
# Hsp70 inhibitors – small molecules displacing fluorescent ligand from Hsp70 – biochemical, fluorescence polarization, primary screen (AID 583); Hsp70 fluorescence polarization probe displacement, mP; higher % means a stronger effect; displacement, % at 20 µM; hits with a dose series show IC50 in µM; 0.06% of 140,000 active; in the data active = displacement above about 50%;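 also: plate controls were vehicle for no effect and reference ligand for full effect; a part of the inactive calls stands beside numbers as strong as those of hits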
# Active calls of the source: *; x = not tested or not shown; & = joins results of further samples.
# Fields – Rat MKP-3 inhibitors, Hsp70 inhibitors
> O=C(CN1C(=O)c2ccccc2C1=O)N1CCN(C(=O)c2ccccc2)CC1
    -2%, 1.2%
> O=C1C(NS(=O)(=O)c2cccs2)=C(N2CCN(c3cccc(C(F)(F)F)c3)CC2)C(=O)c2ccccc21
    x, 7.2%
> COCc1cc(C)nc2sc3c(=O)n(Cc4ccco4)nnc3c12
    -7%, -0.8%
> Clc1ccccc1-c1nnc2sc(-c3ccco3)nn12
    3%, 1.9%
> CC(C)(Oc1ccc(Cl)cc1)C(=O)NCc1ccco1
    -14%, 0.6%
> COc1ccccc1OCC(=O)NC1CCS(=O)(=O)C1 (centres undefined)
    3%, 0.2%
> CCn1cc(C(=O)NCCN(C)CCc2ccccc2)c(=O)c2cc(S(=O)(=O)N(C)C)ccc21
    1%, 6.0%
> O=C(Nc1cccc(Cl)c1)OCc1cnc(Cl)s1
    x, 3.9%
> Cc1cc(C)c2c(=O)n(CC(=O)NCCCN3CCOCC3)sc2n1
    -9%, -1.9%
> Cc1ccccc1S(=O)(=O)Cc1ccc(C(=O)N2CCN(C3CCCCC3)CC2)o1
    -8%, -1.1%

# New compounds follow
# Fields – Rat MKP-3 inhibitors, Hsp70 inhibitors
> CC1CC(C)CN(C2CCN(Cc3cccnc3)CC2)C1 (centres undefined)
    x, -5.5%
> Cc1nc(CSc2nnc3scc(-c4ccc(Cl)cc4)n23)cs1
    -12%, -2.0%
> c1cncc(-c2nnc(C3CCCCC3)o2)c1
    -15%, -1.1%
> COc1ccc(C2C(C(=O)Nc3ccccc3)=C(C)N=C3SCC(=O)N32)cc1 (centres undefined)
    4%, 0.5%&-3.2%
> Cc1ccc(OCC(=O)Nc2ccccc2C(=O)O)c(Br)c1
    2%, -0.9%
> CC1CN(c2cc(=O)n(-c3ccccc3)c(=O)[nH]2)CC(C)O1 (centres undefined)
    -8%, 7.7%
> Cc1nc2nc[nH]n2c(=O)c1NC(=O)CC12CC3CC(CC(C3)C1)C2
    -2%, 4.0%&3.6%
> O=C(NC(c1ccccc1)c1ccccc1)C1CCCN(S(=O)(=O)c2cnc[nH]2)C1 (centres undefined)
    -4%, 6.1%
> O=C(NC1CCCCC1)C1CC(O)CN1C(=O)OCc1ccccc1 (centres undefined)
    -6%, 3.7%
> O=C(CSc1nnc(-c2ccccc2)n1-c1ccccc1)N/N=C/c1ccccc1[N+](=O)[O-]
    4%, -2.8%

# Following part:
# Fields – Rat MKP-3 inhibitors, Hsp70 inhibitors
> CC1C/C(=N/O)C(C)CN1 (centres undefined)
    x, 1.5%
> COC(=O)CSc1nnc(-c2ccc(OC)cc2OC)o1
    0%, 1.2%
> N#Cc1cc2c(nc1SCC(=O)N1CCCCC1)CCCC2
    -10%, 3.5%
> CCN(CC)c1ccc(C2C3CCCCC3(O)CCN2CC(=O)Nc2ccccc2)cc1 (centres undefined)
    x, 0.7%
> COC(=O)c1ccccc1NC(=O)COc1cccc2ccccc12
    2%, 2.3%
> O=C(O)CSc1nc2ccc([N+](=O)[O-])cc2s1
    0%, -9.5%
> O=C(CC(c1ccccc1)c1cc(Br)ccc1O)NCCN1CCOCC1 (centres undefined)
    -2%, 2.5%
> COc1cc([N+](=O)[O-])ccc1NC(=O)c1cccc(F)c1
    3%, -7.5%
> O=C1CN(S(=O)(=O)c2ccc3ccccc3c2)CC(=O)N1
    1%, -4.4%
> O=[N+]([O-])c1ccc(Cl)cc1Sc1cccc2cccnc12
    x, -3.6%

# Shown with each value named: 4 of the compounds above
> O=C(O)CSc1nc2ccc([N+](=O)[O-])cc2s1
  Rat MKP-3 inhibitors: 0%; Hsp70 inhibitors: -9.5%
> O=C(CC(c1ccccc1)c1cc(Br)ccc1O)NCCN1CCOCC1 (centres undefined)
  Rat MKP-3 inhibitors: -2%; Hsp70 inhibitors: 2.5%
> COc1cc([N+](=O)[O-])ccc1NC(=O)c1cccc(F)c1
  Rat MKP-3 inhibitors: 3%; Hsp70 inhibitors: -7.5%
> O=C1CN(S(=O)(=O)c2ccc3ccccc3c2)CC(=O)N1
  Rat MKP-3 inhibitors: 1%; Hsp70 inhibitors: -4.4%

# Continuation.
# Fields – Rat MKP-3 inhibitors, Hsp70 inhibitors
> CC1CN(c2cc(=O)n(Cc3ccc(F)cc3)c(=O)[nH]2)CC(C)O1 (centres undefined)
    -1%, 0.8%
> CCOC(=O)C1=C(C)Nc2nc(SC)nn2C1c1ccc(C(=O)OC)cc1 (centres undefined)
    -11%, 1.4%
> Cc1ccc(NC(=O)c2ccccc2NC(=O)c2cccs2)cc1
    0%, -2.4%
> Cc1nn(Cc2ccccc2Cl)c(C)c1NC(=O)c1nc2ncccn2n1
    x, 11%
> O=C(NC1CCCCC1)c1cccnc1C(=O)O
    3%, -2.1%
> O=C(Nc1ccccc1Cl)c1ccccc1[N+](=O)[O-]
    -3%, 2.7%
> COc1ccccc1N1CCN(C(=O)CCCn2c(=O)[nH]c3ccsc3c2=O)CC1
    2%, 3.4%
> Cc1cccc(OC(C)C(=O)N(Cc2cccs2)C2CCS(=O)(=O)C2)c1C (centres undefined)
    7%, -1.0%
> O=C(CCC(=O)N1CCN(S(=O)(=O)c2ccccc2)CC1)c1cccs1
    -8%, 2.1%
> O=C(c1ccco1)N1CCN(C(c2ccc(F)cc2)c2nnnn2CC2CCCO2)CC1 (centres undefined)
    -7%, 2.2%

# New compounds follow
# Fields – Rat MKP-3 inhibitors, Hsp70 inhibitors
> Cc1cccc(-c2cc3nc(C)cc(NCCCn4ccnc4)n3n2)c1
    x, -2.8%
> O=C1/C(=C/c2ccc(Br)o2)SC(=S)N1Cc1ccccc1
    10%, 3.7%
> CN1CCN(CCC(=O)Nc2cccc(F)c2)CC1
    2%, 0.9%
> CC(C)Cc1nnc(NC(=O)CSc2nc(N)cc(=O)[nH]2)s1
    x, 1.6%
> CCCS(=O)(=O)N1CCC(C(=O)NC2CCCCC2C)CC1 (centres undefined)
    1%, -3.6%
> O=C(CSc1nnc(-c2ccco2)n1Cc1ccco1)N1CCOCC1
    -21%, 1.1%
> COc1cccc(-n2cnc3scc(-c4cccs4)c3c2=O)c1
    -10%, 2.0%
> CC(C)C(=O)N1C2CCC1CC(O)(c1ccc(F)cc1)C2 (centres undefined)
    x, 1.5%
> COc1ccc(-c2noc(C34CC5CC(CC(C5)C3)C4)n2)cc1
    4%, 3.7%
> CCc1nnc(NC(=O)CSc2nnc(-c3ccco3)n2CC)s1
    -4%, -0.7%

# A few values from above.
# In Hsp70 inhibitors, COc1ccc(-c2noc(C34CC5CC(CC(C5)C3)C4)n2)cc1 has 3.7%
# In Hsp70 inhibitors, CCCS(=O)(=O)N1CCC(C(=O)NC2CCCCC2C)CC1 (centres undefined) has -3.6%

# Further entries.
smiles | Rat MKP-3 inhibitors | Hsp70 inhibitors
Cn1c(-c2ccco2)nc2cc3ccccc3cc21 | -3% | 4.8%
Cc1ccc(NC(=O)Cn2nc(C)cc2C)cc1 | -3% | -1.5%
CC(C)(C)c1cc(C(=O)N2CCN(c3ncccn3)CC2)ccn1 | -8% | -3.2%
COC(=O)c1c(N)sc2c1CCCCCC2 | 3% | 2.2%
Cc1ccc2c(c1)C(O)(CC(=O)c1ccc3c(c1)OCO3)C(=O)N2 (centres undefined) | -4% | 0.8%
O=C(CCNS(=O)(=O)c1cccc2nsnc12)NC1CCCc2ccccc21 (centres undefined) | -2% | -3.2%
O=C(Cn1cc(C(=O)C2CC2)c2ccccc21)NCc1ccccc1 | x | 0.1%
CC(=O)Nc1nonc1C(=O)N1CCC(C)CC1 | -4% | -3.3%
Cc1cc(C)c(C#N)c(SCC(=O)Nc2cccc(C)c2C)n1 | 1% | 1.4%
CCOC(=O)Cc1csc(NC(=O)CSc2nnc(C(C)C)n2CC)n1 | 6% | 2.0%
C=CCNc1oc(-c2ccc(OC)cc2)nc1C#N | 1% | 0.3%
COc1ccc(Cn2c(-c3ccco3)nc3oc4cc(OC)ccc4c(=O)c3c2=O)cc1 | 6% | 6.9%
CCOC(=O)N1CCN(Cc2c(F)cccc2Cl)CC1 | -4% | 6.8%
N#CC1(Nc2ccccc2)C(=O)Nc2ccccc21 (centres undefined) | x | -1.0%
Cc1ccc(C(C(=O)NC2CCCC2)N(C(=O)CCC(=O)Nc2cc(C)on2)c2ccccc2)cc1 (centres undefined) | x | 1.8%
O=C(O)CCC1NC(=S)N(c2ccccc2)C1=O (centres undefined) | 4% | -1.1%
CC1=CS/C(=C(/C#N)C(=O)N2CCOCC2)N1c1ccccc1 | -12% | -0.8%
C=C(C)C1CC=C(C)/C(=N/NC(=O)COc2ccc(C)cc2)C1 (centres undefined) | x | -4.6%
Cc1ccc(S(=O)(=O)Cn2nnnc2C(c2ccccc2)N2CCN(c3ncccn3)CC2)cc1 (centres undefined) | -6% | -1.5%
O=C(CCN1CCc2ccccc2C1)Nc1ccc2c(c1)OCO2 | -6% | 1.2%
Cc1nnc(N/N=C\c2ccc(C(F)(F)F)cc2)[nH]c1=O | 1% | -1.0%
COc1ccc(S(=O)(=O)N(C)CC(=O)N2CCC(C(N)=O)CC2)cc1Cl | -16% | -0.7%
CC(C)=C1C2C=CC1C1C(=O)N(c3ccc(C)cc3[N+](=O)[O-])C(=O)C21 (centres undefined) | 1% | 2.0%
O=C1c2cccnc2C(=O)N1C1CCCCC1 | 13% | 2.3%
Cc1ccc(-c2nc3ncccn3c2Nc2ccc3c(c2)OCCO3)o1 | 1% | x

# The list goes on:
smiles | Rat MKP-3 inhibitors | Hsp70 inhibitors
CC1CN(Cc2nc3c(c(=O)n(C)c(=O)n3C)n2CCN2CCOCC2)CC(C)O1 (centres undefined) | -15% | -0.8%
O=C(CC(c1ccco1)C1CCCCC1=O)c1ccccc1 (centres undefined) | x | 1.6%
Cc1ccc(N2C(=O)CSC2c2ccc3c(c2)OCO3)cc1 (centres undefined) | 0% | -0.7%&0.8%
O=C(NCC1CCCO1)c1cc2nc(-c3ccc([N+](=O)[O-])cc3)cc(C(F)(F)F)n2n1 (centres undefined) | 96%* | -1.0%
C=CCn1c(NC(=O)c2cccs2)c(C(=O)OCC)sc1=S | -2% | -3.0%
O=c1ccnc(Sc2ncccc2[N+](=O)[O-])[nH]1 | x | -1.1%
C=CCn1c(COC)nnc1SCC(=O)c1ccc(F)cc1 | -5% | 3.6%
CCOc1ccc(NC(=O)c2cccnc2C(=O)O)cc1 | 2% | -0.2%
COc1ccc(C(=O)Oc2ccc3c(C)cc(=O)oc3c2C(C)=O)cc1 | 4% | -0.6%
CC(=O)n1nc2nc(C)cc(C)c2c1N | -3% | -0.7%
COc1ccccc1OCC(=O)NCc1cccs1 | -15% | -1.1%
CCOC(=O)CSc1nc(C)c(Cl)c(=O)[nH]1 | -2% | 5.6%
Cc1nc2cc(-c3ccc(Cl)cc3)nn2c(C)c1Cl | 5% | -3.9%
CCOc1cc(C(=O)Nc2ccc(Cl)cc2Cl)cc(OCC)c1OCC | 5% | -4.9%
O=C(NC(=S)Nc1ccccc1Cl)c1cccnc1 | -4% | -4.2%
Cc1ccc(CNC(=O)C(=O)Nc2ccc(Br)cc2)cc1 | -1% | 0.9%
COc1cc(C2=NOC(C(=O)NCc3ccc(F)cc3)C2)cc(OC)c1OC (centres undefined) | 2% | -1.1%
Cc1nc(N2CCC3(CC2)OCCO3)c2nnn(Cc3ccccc3F)c2n1 | -6% | 6.3%
CC(C)CCC(C)N=Cc1c(O)n(Cc2ccccc2)c(=O)c2ccccc12 (centres undefined) | x | -3.0%
COC(=O)NC(=S)Nc1ccc(Oc2ccc(Cl)cc2Cl)c(Cl)c1 | x | 1.5%
COc1cc(C=Nc2ccc(N=Cc3cc(Br)c(O)c(OC)c3)cc2)cc(Br)c1O | 0% | -0.7%
COc1cccc(/C=N/n2c(N)nc3ccccc32)c1OC | x | 4.3%
Cc1cc(=O)n2nc(N3CCC(C(=O)NC(C)c4ccccc4)CC3)sc2n1 (centres undefined) | x | 2.8%
CC1CCCC(NC2CCCCNC2=O)C1 (centres undefined) | -5% | -4.5%
CCC(C)[C@@H](C(=O)NCC1CCC(C(=O)O)CC1)n1nnc2ccccc2c1=O (some centres undefined) | x | 3.2%

# (listing goes on)
smiles | Rat MKP-3 inhibitors | Hsp70 inhibitors
O=C1c2ccccc2C(=O)N1CCCn1c(=O)oc2ccccc21 | 3% | -3.1%
CC1C(c2ccccc2)NC(c2ccccc2)C(C)C1(O)C#Cc1ccccc1 (centres undefined) | 8% | 0.4%
COc1ccc2nc(NS(=O)(=O)c3ccc(NC(C)=O)cc3)sc2c1 | -12% | 3.5%
Cc1cccc(C(=O)Nc2cc(-c3ccc(F)cc3)[nH]n2)c1 | 3% | -0.5%
Cc1ccc(CNC(=O)C2CCC(=O)N2C2CCCCC2)cc1 (centres undefined) | 2% | -2.8%
CCOC(=O)c1c(NC(=O)C2CC3CCC2C3)sc(C(C)=O)c1C (centres undefined) | -2% | -1.2%
Cc1ccnc(NC(=O)CSc2nc3ccccc3s2)c1 | 1% | -4.0%
CCOC(=S)N/C(=N/S(=O)(=O)c1ccc(C)cc1)c1ccccc1 | -4% | -0.5%
CC(=O)Oc1cc2c(C(=O)NCc3ccncc3)c(C)oc2c2ccccc12 | -10% | x
O=C(Cn1cc2c(n1)CCCC2)NCc1cccs1 | -5% | -0.7%
CC(C)c1ccc(NC(=O)C2CC(=O)N(C(C)C)C2)cc1 (centres undefined) | 1% | 3.1%
COc1cc(N=c2ssnc2Cl)cc(OC)c1 | -13% | -0.9%
On1onc2c3cc(-c4ccccc4)nc3ccc21 | -4% | x
COc1ccccc1CNC(=O)c1nnc(Cc2ccc(Cl)cc2)o1 | -9% | -9.4%
CCOC(=O)C1CCN(C(=O)CSc2n[nH]c(=O)[nH]c2=O)CC1 | -3% | 0.9%
O=C1NN(c2ccccc2)C(=O)/C1=C/c1ccc(-c2cccc(C(=O)O)c2)o1 | 0% | 4.6%

# Assay outcomes: PubChem BioAssay, Sanford-Burnham Center for Chemical Genomics

# The list is partial (hit frequency here may not be typical).
